Vif-APOBEC3G blk = blocks the Vif interaction with human APOBEC3G; Q9HC16; HeLa A3G-eYFP + Vif (tagged APOBEC3G with the HIV-1 protein that degrades it), YFP fluorescence, overnight; Potency, µM (titrated, usually from 46.1 µM), inactives show at the top dose activity, negative = active, usual class: inhibitors; 0.076% of 410,000 active; AID 602310;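 further: potency means the concentration at half of the fitted maximal effect; on the % scale 0 is the no-effect control and ±100 the full control effect; nearly all actives have a fitted effect of over 60% in size; hits raise eYFP signal because A3G escapes Vif-driven loss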
Target sequence (Q9HC16 whole entry, looked up): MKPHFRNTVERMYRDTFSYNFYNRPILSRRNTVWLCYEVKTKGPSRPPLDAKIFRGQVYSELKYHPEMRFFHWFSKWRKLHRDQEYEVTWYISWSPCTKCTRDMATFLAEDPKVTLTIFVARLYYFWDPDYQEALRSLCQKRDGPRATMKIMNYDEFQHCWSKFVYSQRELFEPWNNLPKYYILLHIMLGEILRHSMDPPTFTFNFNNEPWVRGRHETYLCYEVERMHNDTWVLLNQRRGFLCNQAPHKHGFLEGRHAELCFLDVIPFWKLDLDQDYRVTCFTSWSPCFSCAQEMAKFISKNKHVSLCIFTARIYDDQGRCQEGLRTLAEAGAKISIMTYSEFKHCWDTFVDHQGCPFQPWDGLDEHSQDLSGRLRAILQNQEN
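Read-out is eYFP fluorescence (Ex 488/Em 500-530) from Vif-expressing HeLa A3G-eYFP cells; more signal means A3G escaped Vif-mediated degradation. Cells plated overnight, compound pinned in, incubated overnight at 37 deg C.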
D1 ag = human D1 receptor agonism | P21728 | HEK293 T-REx D1 cells, calcium flux, agonist mode | activation, % at 2 µM | 1% of 360,000 active; in the data active means activation above about 30%; further: 0% is about no effect
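Tetracycline-induced HEK293 TREx D1 cells, force-coupled to calcium signalling, were dye-loaded with a no-wash calcium kit. Compound was pin-added after a 10 s baseline. Fluorescence was read kinetically at 1 cycle/s for 180 s, with calcium rises flagged as agonism.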
LDHA inh = LDHA (human) enzyme inhibition; P00338; purified LDHA, NADH/diaphorase-resazurin fluorescence; hits give low values; activity change, % (values are at about 110 or 230 µM); 0.15% of 480,000 active; AID 1347041; in the data active means activity change below about -30%; inconclusive means mostly about -25% to -30%;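 further: plate controls were DMSO wells for no effect and wells without enzyme for full effect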
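Human LDH5 (2 nM) was incubated with 0.06 mM NADH and 0.2 mM pyruvate for 5 min at room temperature in Tris pH 7.4. Remaining NADH was coupled through diaphorase/resazurin, and resorufin fluorescence was read at 0 and 20 min.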
RXFP1 agonist = activates the human relaxin receptor RXFP1. Potency, µM (top dose mostly 57.5 µM), inactives show top-dose activation, most hits filed as activators. 0.3% of 370,000 active. AID 2676. HEK293T-RXFP1 cAMP TR-FRET, 30 min; response scale: percent of porcine relaxin response, buffer zero. Q9HBX9; further: potency means the concentration at half of the fitted maximal effect; on the % scale 0 is the no-effect control and ±100 the full control effect; nearly all actives have a fitted effect of over 60% in size; many of its hits are not listed in these tables
Target sequence (Q9HBX9 whole entry, looked up): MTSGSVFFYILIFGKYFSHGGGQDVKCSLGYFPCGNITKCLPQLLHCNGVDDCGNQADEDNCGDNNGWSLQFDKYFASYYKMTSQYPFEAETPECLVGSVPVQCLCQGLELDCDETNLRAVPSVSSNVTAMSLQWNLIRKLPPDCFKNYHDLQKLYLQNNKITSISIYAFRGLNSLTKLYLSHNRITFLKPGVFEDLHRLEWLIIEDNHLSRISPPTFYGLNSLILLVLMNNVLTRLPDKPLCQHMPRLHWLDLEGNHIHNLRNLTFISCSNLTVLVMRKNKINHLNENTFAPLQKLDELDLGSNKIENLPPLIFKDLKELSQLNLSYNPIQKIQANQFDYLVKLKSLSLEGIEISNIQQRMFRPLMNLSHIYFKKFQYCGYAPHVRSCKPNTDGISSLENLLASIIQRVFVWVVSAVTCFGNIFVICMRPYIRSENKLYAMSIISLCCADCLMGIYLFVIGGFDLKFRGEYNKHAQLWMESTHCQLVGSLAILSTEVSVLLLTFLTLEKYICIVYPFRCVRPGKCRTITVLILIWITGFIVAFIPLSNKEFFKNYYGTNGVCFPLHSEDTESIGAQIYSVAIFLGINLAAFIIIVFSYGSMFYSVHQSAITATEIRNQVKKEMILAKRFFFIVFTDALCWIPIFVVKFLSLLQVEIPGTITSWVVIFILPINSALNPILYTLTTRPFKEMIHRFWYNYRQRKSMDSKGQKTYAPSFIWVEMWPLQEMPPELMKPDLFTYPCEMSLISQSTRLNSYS
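HEK293 cells stably expressing RXFP1, treated 30 min at 37C with compounds plus PDE4 inhibitor Ro 20174; cAMP measured by HTRF TR-FRET. Normalized to buffer and 29 nM porcine relaxin; EC50 by Hill fit.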
GRP78 ERSR act = inducers of ER stress response in human glioma cells. U87-MG GRP78 promoter luciferase reporter, 16 h. 0.02% of 420,000 active. Potency, µM, for inactives: top-dose activation, usual class: activators; further: potency means the concentration at half of the fitted maximal effect; series mostly up to about 76 µM; % of control where 0% means no effect; nearly all actives have a fitted effect of over 35% in size
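Stably transfected U87-MG glioma cells carrying a GRP78-based luciferase sensor; 16 h compound incubation. Luminescence end-point read 10 min after Bright-Glo addition at room temperature.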
Vif-APOBEC3F blk = blocks the Vif interaction with APOBEC3F; Potency, µM (top dose mostly 46.1 µM), for inactives: at the top dose activity, negative = active; 0.2% of 390,000 active; HeLa A3F-eYFP + Vif (tagged APOBEC3F with the HIV-1 protein that degrades it), YFP fluorescence increase; AID 602313; further: potency means the concentration at half of the fitted maximal effect; % of control where 0% means no effect; nearly all actives have a fitted effect of over 65% in size
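HeLa cells stably expressing Vif plus C-terminally eYFP-tagged A3F were seeded, incubated overnight at 37 deg C, dosed with compound, incubated overnight again at 37 deg C. Yellow fluorescence (Ex 488/Em 500-530) reported blocked Vif-mediated A3F-eYFP degradation.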
D1 antagonist = antagonists of human D1 dopamine receptor; activity change, negative = inhibition, % at 10 µM; 3.2% of 360,000 active; HEK293 TREx D1 cells, calcium flux, dopamine EC80; hits give low values; AID 504652; P21728; in the data active means activity change below about -30%; further: on the % scale 0 is the no-effect control and ±100 the full control effect
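Using tetracycline-induced force-coupled D1 Hek293 cells and a calcium dye, signals were followed for 180 s after compound, then for 180 s after EC80 dopamine, to detect inhibitors.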
D2 PAM = positive allosteric modulators of human D2 dopamine receptor. P14416. HEK293 T-REx D2, calcium flux, EC20 dopamine potentiation. potentiation, % at 10 µM. 0.34% of 340,000 active. AID 485347;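 active means potentiation over 3 SD above the plate norm, cut at about 30% in these data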; further: 0% is about no effect
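Cells plated with tetracycline inducer and held overnight at 30 C; calcium dye loaded 30–90 min at room temperature; baseline taken, compound added and read 180 s; EC20 dopamine then added and read 180 s.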
D1 potentiator = enhances dopamine response at the human D1 receptor; AID 504651; potentiation, % at 10 µM; HEK293 TREx D1 cells, calcium flux, dopamine EC20 potentiation; 0.036% of 360,000 active; in the data active means potentiation above about 30%; further: 0% is about no effect
An asterisk follows results filed as active; ? = inconclusive; . = not tested or not shown; & = joins results of further samples. Unless noted, the call rests on the fitted dose curve; in most records, active means well fitted curve in the direction sought with a large enough effect; inconclusive means small, poorly fitted or top-dose-only effect, or another doubt; inactive means no such curve, though single readings can be large; an effect the other way counts as inactive or inconclusive. Only part of the results is shown (hit frequency here may not be typical).

Under each structure: RXFP1 agonist	D1 ag	Vif-APOBEC3G blk	LDHA inh	GRP78 ERSR act	D2 PAM	D1 antagonist	Vif-APOBEC3F blk	D1 potentiator
CCNc1nc(NC(C)C)nc(Oc2ccc(OCCOc3ccccc3)nn2)n1
→ 0.5%	0.1	-7.5%	2.4	-3.0%	-9.0	15.7	-13.4%	-2.4
CCOC(=O)C1=CN(Cc2cccc(F)c2)S(=O)(=O)N(CC)C1c1ccc(C(F)(F)F)cc1 (configuration not stated)
→ .	.	-3.9%	1.8	-2.0%	.	.	2.0%	.
Cc1cccc(-n2ncc3c2CCCC3NC(=O)C2CCOCC2)c1C (configuration not stated)
→ -0.3%	1.6	2.7%	-7.4	-4.9%	-1.5	-0.8	4.7%	3.1
CCCN(C(=O)CCc1nc(-c2ccccc2F)no1)c1ccc(CC)cc1
→ 19.6%	9.3	-4.9%	5.6	1.5%	-2.0	2.6	-0.4%	-2.3
Cc1ccc(OCC(=O)Nc2ccc3nc(SCC(=O)N4CCOCC4)sc3c2)cc1C
→ 0.6%	6.9	1.6%	-0.8	-3.8%	-8.8	-8.1	0.3%	-0.8
COCCOCCn1cnc2ccccc21
→ 2.9%	1.7	1.5%	-18.9	-3.0%	0.0	5.0	-9.9%	-2.8
CCCn1c(SC(C)C(=O)N2CCOCC2)nc2ccc(Br)cc2c1=O (configuration not stated)
→ 0.2%	0.1	-5.4%	-8.6	-5.8%	6.2	2.9	5.7%	-5.8
COc1ccc2c(c1)c(=O)cc(-c1ccccc1)n2C
→ 0.4%	-0.5	1.6%	-1.0	2.6%	3.2	0.5	8.4%	-4.2
O=C(CCc1nnc(CCCCc2ccccc2)o1)NCc1cccc(F)c1
→ 0.7%	1.7	-0.4%	-4.3	-2.3%	6.7	19.2	-19.7%	4.0
CCCn1c(SCC(=O)Nc2nonc2C)nnc1-c1ccoc1C
→ -0.3%	2.4	-0.7%	-5.6	-3.3%	.	-3.8	-3.9%	-1.4
COc1cc(/C=N/N(c2ccccc2)c2ccccc2)ccc1O
→ -0.1%	1.3	-2.0%	4.4	-14.4%	1.8	-5.7	?	1.8
CN(C)C(=O)c1ccc(NC(=O)c2cc(-c3ccco3)nc3ccccc23)cc1
→ 0.5%	4.4	1.2%	1.8&5.5	-2.2%	-1.3	11.7	-23.9%	2.9
Cc1ccc(S(=O)(=O)c2nnn(CC(=O)Nc3ccccc3C)c2N)cc1C
→ -3.0%	4.1	-1.3%	-1.9	-3.9%	-19.7	2.8	-1.0%	-1.9
CC(=O)c1sc2nc(CSc3nncn3C)[nH]c(=O)c2c1C
→ 5.9%	5.1	-0.1%	-9.8	-3.5%	0.0	-0.5	2.1%	3.5
Cc1nc(N/N=C/c2cccc(F)c2)cc(N2CCOCC2)n1
→ -1.4%	-2.3	-2.6%	-7.6	-0.2%	-5.1	8.3	4.4%	-4.4
Cc1ccc(NC(=O)N2CCCCCC2)c(C)c1
→ 4.0%	5.2	0.5%	-5.6	4.2%	-4.3	-7.6	-11.7%	-4.6
C=CCn1c(N)c(C(=O)Nc2ccc(C)cc2)sc1=S
→ -0.2%	3.7	-0.9%	-1.1	-11.2%	16.7	-17.9	0.7%	-2.2
C=CCNC(=S)N(C1CCCCC1)C1CCCCC1
→ 1.0%	-0.3	0.6%	-2.3	-0.1%	1.0	-17.0	?	-2.5
COc1ccc(-c2csc(Nc3ccccn3)n2)cc1
→ 0.4%	0.2	-1.2%	-3.1	-6.5%	-6.9	-9.5	-8.1%	-10.6
COc1cc2c(cc1OC)C(c1ccc([N+](=O)[O-])cc1)NCC2 (configuration not stated)
→ -0.7%	2.2	1.8%	5.1	-2.1%	-2.0	-11.6	-7.0%	-3.2
COc1cc(C2Nc3ccccc3C(=O)N2c2ccccc2)c(Br)cc1OCC(=O)O (configuration not stated)
→ 3.0%	4.9	0.5%	-1.8	-4.7%	3.8	27.4	-1.5%	-3.9
Cc1ccc(-n2cnc3cc(C(=O)NCCC4=CCCCC4)ccc32)c(C)c1
→ 2.3%	-2.4	0.6%	5.8	-1.5%	-16.3	25.8	4.9%	0.2
COc1ccc(/C=C/C(=O)Oc2cccc(/C=N/NC(=O)COc3c(C)cccc3C)c2)cc1
→ -3.6%	4.7	0.4%	-9.7	2.5%	-1.1	1.8	-2.9%	-0.3
Cc1nnc(SCc2cc(=O)[nH]c(N3CCN(Cc4ccccc4)CC3)n2)s1
→ 3.4%	7.6	0.8%	-6.6	-5.8%	6.7	-4.9	0.4%	2.5
O=C(CC1C(=O)N(c2ccccc2)C(=O)N1CCc1cccs1)Nc1ccc(F)cc1 (configuration not stated)
→ 0.8%	1.0	-2.1%	-2.1	-0.9%	-10.8	-2.2	2.5%	-0.8
Cc1ccc2nc(N3CCOCC3)c(C=O)cc2c1
→ 15.9%	3.2	1.2%	1.7	3.1%	6.8	-0.8	-6.2%	1.1
COCCCNC(=S)N1CCN(C(=O)c2ccco2)CC1
→ 2.4%	2.3	-1.9%	-9.3	-0.8%	-2.7	3.4	0.8%	-6.2
Cn1c(=O)[nH]c(=O)c2c1nc([N+](=O)[O-])n2Cc1ccccc1
→ 7.6%	1.6	-13.9%	43.0	-15.4%	4.3	25.8	7.6%	4.6
O=C1CC(c2cccs2)Cc2nc(NCC3CCCO3)ncc21 (configuration not stated)
→ 2.0%	2.3	-4.0%	-2.9	-1.8%	11.4	3.6	0.6%	1.3
COCCNC(=O)COc1cc(=O)n(C)c2ccccc12
→ 0.2%	1.0	-2.3%	-4.9	-2.4%	1.6	-13.1	1.2%	-1.9

Molecules shown so far containing two or more sulfur atoms:
Under each structure: RXFP1 agonist	D1 ag	Vif-APOBEC3G blk	LDHA inh	GRP78 ERSR act	D2 PAM	D1 antagonist	Vif-APOBEC3F blk	D1 potentiator
Cc1ccc(OCC(=O)Nc2ccc3nc(SCC(=O)N4CCOCC4)sc3c2)cc1C
→ 0.6%	6.9	1.6%	-0.8	-3.8%	-8.8	-8.1	0.3%	-0.8
CC(=O)c1sc2nc(CSc3nncn3C)[nH]c(=O)c2c1C
→ 5.9%	5.1	-0.1%	-9.8	-3.5%	0.0	-0.5	2.1%	3.5
C=CCn1c(N)c(C(=O)Nc2ccc(C)cc2)sc1=S
→ -0.2%	3.7	-0.9%	-1.1	-11.2%	16.7	-17.9	0.7%	-2.2
Cc1nnc(SCc2cc(=O)[nH]c(N3CCN(Cc4ccccc4)CC3)n2)s1
→ 3.4%	7.6	0.8%	-6.6	-5.8%	6.7	-4.9	0.4%	2.5

Next results:
Under each structure: RXFP1 agonist	D1 ag	Vif-APOBEC3G blk	LDHA inh	GRP78 ERSR act	D2 PAM	D1 antagonist	Vif-APOBEC3F blk	D1 potentiator
COc1ccc(-c2cc(=O)oc(-c3cccc(C)c3)n2)cc1
→ -0.3%	2.6	-4.2%	-0.3	-2.0%	-4.9	-26.6	-20.0%	5.5
COc1ccc(/C=C2\C(=O)N(c3c(Cl)cc(Cl)cc3Cl)N=C2NC(=O)c2cccc([N+](=O)[O-])c2)cc1
→ -0.7%	1.0	1.0%	-7.9	-3.2%	9.6	3.4	5.1%	-3.8
Cn1cnnc1SCC(=O)Nc1cccc(S(=O)(=O)N2CCCCCC2)c1
→ 26.6%	1.2	0.3%	-0.3	-4.6%	0.5	1.6	-2.3%	-1.1
O=C(c1cnc2n(c1=O)CCS2)N1CCN(c2ccccc2F)CC1
→ 1.1%	-2.0	1.1%	-1.9	-3.1%	.	-12.4	-0.4%	6.3
COc1ccc(Cl)cc1S(=O)(=O)N1CCN(C(=O)c2n[nH]c(=O)c3ccccc23)CC1
→ .	.	3.3%	-0.5	-7.1%	.	.	-11.0%	.
CCc1ccc(N2CCN(C(=O)c3ccc(OC)c(OC)c3)CC2)cc1
→ 0.4%	4.4	-3.1%	-0.4	-1.7%	.	-24.7	-4.0%	-7.0
COc1ccc(NC(=O)c2cc(C)nc3c2c(C)nn3-c2cccc(Cl)c2C)c(OC)c1
→ 0.0%	0.7	2.4%	-3.1	-2.3%	4.5	-5.0	0.3%	0.2
CCCOC(=O)CC1C(=O)NCCN1C(=O)OC(C)(C)C (configuration not stated)
→ -0.4%	1.4	3.1%	0.1	-5.7%	-0.8	4.3	-8.7%	-3.8
Cc1ccc(C(CC(=O)O)Nc2nc(N3CCCCC3)nc(N3CCCCC3)n2)cc1 (configuration not stated)
→ 2.6%	2.2	-1.4%	-3.7	16.7%	5.6	-4.9	1.0%	-2.1
COC(=O)C12CCC3(SCCS3)C(C(=O)OC)(CCC13SCCS3)C2
→ 0.8%	2.2	0.0%	-4.0	-4.1%	-4.0	7.2	-13.2%	-8.2
O=C(Cn1c(=O)c2sccc2n(Cc2cccc([N+](=O)[O-])c2)c1=O)NCCc1ccccc1
→ 0.0%	-0.2	0.6%	-5.1	-5.7%	1.1	-12.0	1.9%	-2.4
Cc1cccnc1CN1CCN(C(=O)CCc2nnc(CCc3ccccc3)o2)CC1
→ -4.7%	1.7	-7.8%	-4.1	2.4%	6.9	0.9	9.4%	-2.8
COC(=O)/C=C1\N/C(=N\c2nc(C)cc(C)n2)N(c2ccc(C)c(C)c2)C1=O
→ 1.8%	1.0	-12.1%	-3.6	-9.8%	0.9	8.1	-1.5%	-4.8
O=C1CCCCN1CC(=O)N1CCCC(Nc2ccc(F)c(F)c2)C1 (configuration not stated)
→ 1.4%	1.7	0.5%	-0.6	-3.2%	7.4	-3.9	0.4%	-8.1
C=CC(=O)Nc1cccc(Oc2ncnc3[nH]cc(-c4cnc5ccccc5c4)c23)c1
→ .	.	-5.3%	-10.2	-6.3%	.	.	-0.9%	.
COc1cccc(C(=O)N(Cc2ccc(N(C)C)cc2)Cc2ccco2)c1
→ -1.6%	1.5	.	4.2	.	-3.4	-21.0	.	-2.1
COc1ccc(/C=C(/NC(=O)c2ccc(OC)cc2)C(=O)NCCc2c[nH]c3ccccc23)cc1
→ 2.1%	4.9	0.5%	-8.9	-3.4%	0.2	-8.2	5.1%	-2.2
COc1ccccc1C(=O)N1CCN(Cc2c[nH]c3ccccc23)CC1
→ 0.6%	2.3	-5.4%	-11.9	-2.8%	5.3	0.3	19.9%	-2.7

Assay outcomes from PubChem BioAssay.
